HSF-1 act: increases HSF-1 driven luciferase reporter signal; actives 1.7% (n = 300,000); NIH3T3-HGL HSF-1 luciferase reporter, MG132, 8 h; 100% = twice DMSO control signal; activation, % at 9 µM;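 active = mean replicate activation of at least 50% with a set share of replicates each reaching 50%; inconclusive = only one of those two conditions met; inactive = mean below 50% and too few replicates reaching it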;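 note: 0% = median of the neutral control wells and 100% = twice that signal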
AI-2 QS mod: modulates the Vibrio harveyi AI-2 quorum sensing system. Vibrio harveyi JMH597 AI-2 luminescence/OD600 ratio, 9 h; stronger effect = lower value; strain lacks LuxN and CqsS sensors; 0 = neutral-control median. activity change, % at 7.5 µM. actives 0.4% (n = 300,000); in the data active = activity change below about -75%, passing the limit was not always enough; inconclusive = no clear call, values can overlap the other calls;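 note: luminescence divided by OD600 gain over 9 h not by final OD600 alone; inactives centre near 13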
PolyA inh: inhibitors of polyadenylation in S. cerevisiae; calls only at 12 µM; S. cerevisiae SKY197-pL101 polyadenylation reporter, beta-gal luminescence; efflux-impaired pdr1/pdr3 knockout yeast; score 100 = 6 SD above DMSO; actives 0.02% (n = 300,000); AID 1875;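 active = lowest replicate activity score at least 50, where 100 means six control SD above control mean; inconclusive = lowest score under 50 but half or more replicates reach 50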;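 note: yeast exposed to compound for 9 h at 30 °C; higher score means more reporter readthrough which indicates perturbed polyadenylation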
HDAC3 inh: human HDAC3 inhibition. inhibition, % at 8.3 µM. AID 2718. recombinant HDAC3, fluorogenic peptide/trypsin coupled, fluorescence. actives 0.15% (n = 320,000); in the data active = inhibition above about 26%, passing the limit was not always enough; inconclusive = no clear call, values can overlap the other calls
Target sequence (O15379 whole entry, looked up): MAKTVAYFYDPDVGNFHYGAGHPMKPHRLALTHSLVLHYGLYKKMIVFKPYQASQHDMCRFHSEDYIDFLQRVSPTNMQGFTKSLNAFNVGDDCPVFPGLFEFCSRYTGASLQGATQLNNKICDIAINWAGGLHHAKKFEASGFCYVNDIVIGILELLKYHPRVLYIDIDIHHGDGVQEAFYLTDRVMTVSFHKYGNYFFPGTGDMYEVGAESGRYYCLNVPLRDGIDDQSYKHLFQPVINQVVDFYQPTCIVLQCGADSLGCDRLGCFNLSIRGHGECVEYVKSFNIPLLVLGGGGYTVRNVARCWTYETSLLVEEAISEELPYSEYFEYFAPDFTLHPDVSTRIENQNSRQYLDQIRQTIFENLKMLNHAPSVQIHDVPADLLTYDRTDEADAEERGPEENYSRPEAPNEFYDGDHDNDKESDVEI
GSK3 alpha inh: blocks human GSK-3 alpha kinase; AID 2650; P49840; actives 0.1% (n = 320,000); inhibition, % at 10 µM; ADP-Glo luminescence, 60 min;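 in the data active = inhibition above about 50%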;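 note: GST-tagged GSK-3 alpha with peptide substrate and 25 µM ATP; 0% = DMSO neutral wells and 100% = GW8510 positive control wells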
Target sequence (P49840 whole entry, looked up): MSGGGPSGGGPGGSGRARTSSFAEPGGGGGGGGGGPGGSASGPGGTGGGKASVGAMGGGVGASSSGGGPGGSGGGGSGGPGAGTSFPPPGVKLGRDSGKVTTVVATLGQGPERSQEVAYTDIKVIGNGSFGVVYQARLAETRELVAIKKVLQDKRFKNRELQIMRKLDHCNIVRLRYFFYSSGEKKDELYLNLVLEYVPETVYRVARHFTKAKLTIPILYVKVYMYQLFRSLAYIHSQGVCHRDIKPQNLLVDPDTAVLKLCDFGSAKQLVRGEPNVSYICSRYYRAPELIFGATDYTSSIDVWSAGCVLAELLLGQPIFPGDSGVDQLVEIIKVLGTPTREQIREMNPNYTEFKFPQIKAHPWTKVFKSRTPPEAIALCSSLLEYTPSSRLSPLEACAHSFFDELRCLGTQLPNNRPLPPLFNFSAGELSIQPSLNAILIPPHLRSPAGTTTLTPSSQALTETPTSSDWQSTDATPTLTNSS
Platelet DG rel: platelet dense granule release activity; human platelet-rich plasma, SFLLRN dense granule ATP release, luminescence; actives 0.22% (n = 300,000); AID 1663; inhibition, %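 (compounds screened at 7.5 µM in platelet-rich plasma)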;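 active = mean replicate score, as percent of positive control, at or above 50; inconclusive = mean below 50 but at least one replicate at or above 50; inactive = mean and every replicate below 50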
HSP90 refold inh: blocks HSP90-mediated luciferase refolding in reticulocyte lysate. Rabbit reticulocyte lysate, luciferase refolding luminescence, 3 h. inhibition, % at 5.6 µM. actives 0.91% (n = 290,000);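 active = inhibition above the screen-wide mean plus 3 SD, computed separately per campaign, cut at about 16% in these data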;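 note: 0% = DMSO wells and 100% = 60 µM geldanamycin wells; inhibitors lower the luminescence because luciferase stays unfolded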
HSF1 inh: HSF1 inhibition | NIH3T3-HGL HSE-luciferase, MG132-induced, luminescence 8 h; stronger effect = lower value | activity change, negative = inhibition, % at 7.5 µM (by protocol) | actives 0.77% (n = 300,000) | AID 2098;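 active = more than half of replicate wells show activity change below -50%, luminescence cut by over half; inconclusive = some wells, but at most half, below -50%; inactive = no replicate well below -50%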;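 note: luciferase reports HSF-1 transcriptional activity via heat shock element; 0% = median of DMSO wells and -100% = zero luminescence signal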
GSK3B inh: human GSK3beta kinase inhibition | actives 0.038% (n = 300,000) | GST-GSK3beta kinase, ADP-Glo luminescence, 60 min; stronger effect = lower value | P49841 | activity score (negative = inhibition), % at 10 µM;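 active = more than half of replicate wells score below -50%, meaning over 50% inhibition versus plate controls; inconclusive = some replicates but at most half score below -50%; inactive = no replicate scores below -50%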;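 note: 0% = median DMSO wells and -100% = median GW8510 positive control wells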
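Test system: GST-fused GSK3beta enzyme, cell-free | Quantity: 1.6 ng GST-GSK3beta enzyme per well | Reagent: 25 µM ATP with peptide substrate | Schedule: 60 min enzyme reaction, room temperature | Signal: Luminescent ADP-Glo measurement of ADP formed | Read-out basis: Score relative to plate controls | Control set: DMSO and 20 µM GW8510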
DYRK1A inh: blocks rat Dyrk1A kinase activity; actives 0.43% (n = 310,000); ADP-Glo luminescence, NFATc1 peptide; inhibition, % at 12.5 µM; AID 504441; in the data active = inhibition above about 50%;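 note: plate controls were vehicle with enzyme for no effect and no enzyme for full effect; many of its hits are not listed in these tables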
* = called active by the depositor; i = inactive; ? = inconclusive; . = no result given. This is a subset. The share of hits here may be higher or lower than overall.

Screens in order – HSF-1 act	AI-2 QS mod	PolyA inh	HDAC3 inh	GSK3 alpha inh	Platelet DG rel	HSP90 refold inh	HSF1 inh	GSK3B inh	DYRK1A inh
- CC1CCN(C(=O)c2ccc3c(=O)n4c(nc3c2)CCCCC4)CC1
 : 29	0	i	0	1	3	0	7	2	.
- Cc1n(CC(O)COC2CCCCC2)c2ccccc2[n+]1C (stereo not drawn)
 : 8	26	i	-12	2	-18	-3	3	0	-3
- COC(=O)[C@]1(CC(C)C)N[C@H](c2ccc(-c3ccc4c(c3)OCO4)cc2)[C@@H]2C(=O)N(C)C(=O)[C@@H]21
 : 5	22	i	2	.	-5	.	-2	-2	-5
- Cc1cc(C)cc(NC(=O)CSc2ccc(-c3ccco3)nn2)c1
 : 4	21	i	9	-1	4	4	0	1	2
- Cc1cccc(NC(=O)C2CCCN2S(=O)(=O)c2ccc(Cl)cc2)n1 (stereo not drawn)
 : -7	9	i	0	-1	0	-5	-3	3	-5
- CCn1c(CSc2nnc(-c3ccoc3C)n2C)nc2cc(S(=O)(=O)N(C)C)ccc21
 : -3	17	i	-18	0	1	-3	-8	1	1
- Cc1cc(C(=O)NNC(=S)NC(=O)/C=C/c2ccccc2Cl)n[nH]1
 : 2	61	i	5	1	2	0	8	6	21
- Cn1nc(C(C)(C)C)cc1C(=O)NNC(=O)c1cccc(Cl)c1
 : 21	1	i	2	-3	5	-2	-5	3	8
- O=C1C2=C(SCCS2)C(=O)N1c1ccccc1
 : -14	0	i	-2	-3	10	-2	-1	-2	-1
- CCn1c(-c2ccc(C)cc2)n[nH]c1=S
 : 5	-10	i	?	3	1	4	-2	0	13
- O=C(O)CN1C(=O)C2C3C=CC(C2C1=O)C1C(=O)N(CC(=O)O)C(=O)C31 (stereo not drawn)
 : -5	20	i	0	1	-2	3	2	3	-7
- Cc1ccc2c(CN3CCC(C)CC3)cc(=O)oc2c1C
 : 54*	-9	i	-6	-2	-2	3	24	4	5
- CC1=CC(C)(C)N2C(=O)C3(C(C#N)=C(N)OC4=C3C(=O)CC(C)(C)C4)c3cc(C)cc1c32 (stereo not drawn)
 : 21	8	i	7	0	-4	-3	-1	-5	-4
- COc1ccc(S(=O)(=O)CC(O)CN2CCCC2=O)cc1 (stereo not drawn)
 : 0	23	i	-3	-2	0	3	1	0	-3
- CC(C)C[C@H](NC(=O)c1nc[nH]c1C(=O)N1CCN(c2ccccc2)CC1)C(=O)OCc1ccccc1
 : -3	16	i	20	-3	-1	.	4	2	0
- COc1ccc(C(=O)NC2CCN(CC(=O)Nc3cccc(OC)c3)CC2)cc1
 : 10	1	i	0	0	2	-6	-5	1	5
- CCC(=O)c1cc2c(C)cc(=O)oc2c(C)c1OC(=O)C(C)C
 : 4	27	i	0	-2	-20	-3	11	4	3
- COC(=O)c1c(-c2ccc(C)cc2)csc1NC(=O)Cc1ccc(OC)c(OC)c1
 : 21	28	i	.	.	-3	6	9	-3	5
- O=C1CC(NS(=O)(=O)c2cccs2)CN1c1ccccc1 (stereo not drawn)
 : -7	22	i	-3	0	-1	.	-9	2	-23
- COc1cccc(N2CC(NC(=O)C(=O)c3c[nH]c4ccccc34)CC2=O)c1 (stereo not drawn)
 : -7	11	i	-4	-2	6	.	-6	2	-4
- COc1ccc2c(=O)cc(C(=O)O)oc2c1
 : 13	25	i	-8	-1	-13	-1	-1	-2	7
- O=C1N=C(N2CCC(Cc3ccccc3)CC2)S/C1=C/c1cn[nH]c1-c1ccccc1
 : -15	39	i	-1	11	2	3	-2	-4	4
- COc1ccc(Cn2c(=S)[nH]c3cc(C(=O)N4CCN(c5ccccc5)CC4)ccc3c2=O)cc1
 : -3	.	i	2	0	-1	6	2	.	-5
- O=C(N/N=C\c1ccc(CNS(=O)(=O)c2ccc(Cl)cc2)o1)C(=O)Nc1ccc(Oc2ccccc2)cc1
 : .	.	.	-2	3	.	2	.	.	-9
- CCOc1ccc(Cn2nnc(C(=O)NCCc3ccccc3)c2N)cc1
 : 17	37	i	8	.	-3	-3	-1	3	17
- Cc1ccc(C)c(N2CCN(C(=O)CCCn3c(=S)[nH]c4cc5c(cc4c3=O)OCO5)CC2)c1
 : 31	47	i	2	7	-2	1	11	1	2
- Cn1c(=O)c2[nH]c(N=Nc3ccc(N)cc3N)nc2n(C)c1=O
 : -10	-17	i	-9	0	-2	-2	6	-1	1
- COc1ccccc1NS(=O)(=O)c1cccc(NC(=O)C2CC(=O)N(Cc3ccccc3)C2)c1 (stereo not drawn)
 : -4	0	i	-2	-2	9	-1	1	3	0
- Oc1ccccc1CNc1nccs1
 : -17	10	i	-1	-1	1	0	0	0	-3
- CCn1c(SCC(=O)NC2CCCCC2)nc2c(c1=O)SCC2
 : 11	31	i	.	0	-6	-1	-3	0	0
- Cc1cc(C)n(/N=C/c2ccc(O)cc2)c(=O)c1C#N
 : 28	9	i	-1	0	-4	-2	16	-2	-5
- Cc1[nH]c2ccccc2c1C(=O)C(=O)N(C)C1CCCCC1
 : 12	6	i	10	-1	-4	2	-6	1	15
- CCOC(=O)CNc1nc(Oc2ccc(=O)n(C)n2)nc(N(CC)CC)n1
 : 8	11	i	6	-1	2	-3	4	3	0
- COc1ccc(CCNS(=O)(=O)c2ccc(Br)s2)cc1
 : -3	-78*	i	2	-4	-9	1	8	3	8
- COc1ccc(C/C(N)=N/n2cnnc2)cc1Cl
 : -3	1	i	-2	-2	11	-5	8	0	14
- O=C(C1CCCO1)N1CCC(O)(c2ccccc2)CC1 (stereo not drawn)
 : -11	22	i	4	-22	-2	7	-4	1	-2
- CC(C)(C)c1cc(NS(=O)(=O)c2ccc3c(c2)OCCO3)on1
 : -1	32	i	-8	-3	-1	-2	2	4	-5
- Cc1ccc(NC(=O)Cn2nnc(-c3ccccc3-n3cnnn3)n2)c(C)c1
 : 0	34	i	?	3	1	0	0	-4	14
- Cc1nnc(SCC(=O)Nc2ncc3c(n2)CC(c2ccccc2)CC3=O)s1 (stereo not drawn)
 : 33	21	i	-3	-2	4	35*	7	0	-8
- Cc1ccc(NC(=O)COC(=O)COc2cccc3c2OC(C)(C)C3)cc1S(=O)(=O)N1CCOCC1
 : -21	22	i	-2	-1	-3	.	-8	1	12
- CCOC(=O)C1CCN(C(=S)Nc2cc(C)ccc2C)CC1
 : 17	13	i	-7	0	-3	4	-11	1	-1
- CCc1sc(-c2ccccc2)nc1C(=O)OC
 : 2	7	i	-2	-2	-10	2	2	2	.
- CCOC(=O)c1cc(NC(=O)Nc2ccccc2Cl)c(C)nc1C
 : -3	3	i	-1	2	2	0	2	-1	1
- COc1ccc(NS(=O)(=O)c2cccc(C(=O)NCC(c3ccco3)N(C)C)c2)cc1 (stereo not drawn)
 : 24	29	i	-3	2	-18	.	9	4	-4
- O=C1N=c2ccccc2=C1c1c(O)n(-c2cccc(F)c2)[nH]c1=O
 : 4	34	i	-14	-3	-1	2	-9	0	-1
- CC(C)CCn1c(=O)c2c(nc3n2CCCN3Cc2ccccc2)n(C)c1=O
 : -5	16	i	-2	0	-10	-1	0	2	-4
- O=C(NCC(c1ccco1)N1CCCC1)c1ccccc1Sc1ccc(C(F)(F)F)cc1[N+](=O)[O-] (stereo not drawn)
 : -1	18	i	3	1	1	.	1	3	-3
- COc1ccccc1CNC(=O)COc1cccnc1[N+](=O)[O-]
 : -2	19	i	-1	0	-2	-3	-6	0	-5
- O=C(NCCCn1ccnc1)c1ccc(N2CCCCC2)c([N+](=O)[O-])c1
 : -7	8	i	9	-2	0	0	-7	-1	.
- CC[C@@H]1CC=C[C@H]2[C@H]1C(=O)N(Cc1ccccc1)[C@H]2c1ccoc1
 : 48	10	i	1	-4	0	.	39	2	.
- CCN(CC)CCCn1c2c(c(SCC(=O)Nc3ccc4c(c3)OCO4)nc1=O)CCC2
 : 2	20	i	7	-1	-6	.	-1	1	-3
- Cc1csc(NC(=O)CSc2nc(=O)n(CCCN(C)C)c3c2CCC3)n1
 : -5	5	i	4	-6	-5	.	-1	0	-15
- COc1ccc(OCc2nnnn2-c2ccccc2)cc1
 : 55*	8	i	4	-1	4	-1	14	-18	-5
- Cc1cc(C(F)(F)F)c2c(n1)sc1c(O)cc(=O)[nH]c12
 : -5	16	i	0	11	0	5	-8	3	30
- Cc1ccccc1NC(=O)CC1SCCNC1=O (stereo not drawn)
 : 1	3	i	-16	-2	-14	0	4	0	-5
- CCOC(=O)N1CCC(NC(=O)c2cc(S(=O)(=O)N3CCCC3)cn2C)CC1
 : 9	29	i	12	0	-5	2	0	4	-1
- COc1ccc(NC(=O)CN2CCN(CC(=O)Nc3ccccc3OC)CC2)c(OC)c1
 : -8	16	i	.	.	7	1	-7	-1	9
- CCOC(=O)c1ccc(NC(=O)COC(=O)Cc2csc(-c3ccccc3)n2)cc1
 : 13	-41	i	-4	2	-2	5	-5	1	-6
- Cn1c(SCC(=O)NC2CCCCC2)nnc1-c1cccc(N)c1
 : -6	13	i	0	1	5	4	-4	0	2
- CN(Cc1ccccc1)c1nc2c(c(=O)[nH]c(=O)n2C)n1CCCc1ccccc1
 : 10	29	i	-2	-1	5	4	6	2	.

Later entries
Screens in order – HSF-1 act	AI-2 QS mod	PolyA inh	HDAC3 inh	GSK3 alpha inh	Platelet DG rel	HSP90 refold inh	HSF1 inh	GSK3B inh	DYRK1A inh
- COc1ccc(C(CC(=O)Nc2ccccn2)N2Cc3ccccc3C2=O)cc1OC (stereo not drawn)
 : 2	16	i	0	1	4	3	1	4	-3
- COc1ccc(C2CC(c3ccccc3)=NN2C(=O)COC(=O)c2cc(S(=O)(=O)N3CCOCC3)ccc2Cl)cc1 (stereo not drawn)
 : -4	11	i	-1	-6	-10	-3	9	-2	4
- O=C(NN1C(=O)C2C(c3ccccc3)C=CC(c3ccccc3)C2C1=O)c1cccc(Br)c1 (stereo not drawn)
 : 23	24	i	12	-3	4	2	1	5	-2
- O=C(c1ccc2c(c1)OCCO2)N1CCN(c2ncc(C(F)(F)F)cc2Cl)CC1
 : 2	-3	i	.	.	-4	.	1	-1	-1
- O=C(NC1CCCC1)C1CCN(S(=O)(=O)c2ccccc2)CC1
 : -13	12	i	-3	0	1	-2	-4	2	-3
- COc1ccc(S(=O)(=O)NCc2csc(C)n2)cc1OC
 : -6	0	i	3	2	7	0	-13	-2	0
- Cc1nn(CC(=O)NCCN2CCCCC2C)c(=O)c2cc(-c3ccccc3)nn12 (stereo not drawn)
 : 11	10	i	0	1	-2	2	-1	7	-3
- COc1ccccc1C(=O)OCC(=O)Nc1ccc(Cl)cn1
 : -7	9	i	0	2	-10	-2	0	-1	.
- O=c1[nH]c2ccc(NC(=S)Nc3ccc(F)cc3)cc2[nH]1
 : -9	6	i	2	-3	-2	1	3	-1	-1

Screening results deposited in PubChem by several laboratories.
